NPC1 promoter act: qHTS Assay for NPC1 Promoter Activators | Huh7 NPC1 promoter luciferase reporter, 24 h | Potency, µM (series often up to 9.22 µM), for the others: top-dose activation, hits mostly activators | 320,000 tested, 2.4% active | AID 485313, 2010;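 further: potency means the concentration at half of the fitted maximal effect; % of control where 0% means no effect; nearly all actives have a fitted effect of over 60% in size; reporter is driven by a mutant NPC1 promoter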
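Huh7 reporter cells (NPC1 promoter driving luciferase) are dosed with compound for 24 h at 37 °C, 5% CO2; luciferase detection reagent is then added and luminescence measured after 10 min at ambient temperature.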
ELG1 genotoxic: qHTS screen for small molecules that induce genotoxicity in human embryonic kidney (HEK293T) cells expressing luciferase-tagged ELG1 | HEK293T ELG1-luciferase reporter, luminescence, 16 h | Potency, µM (doses to about 46 µM), for inactives: top-dose activity change, positive = activation, most hits filed as activators | 330,000 tested, 1.3% active | AID 504466, 2011; further: potency means the concentration at half of the fitted maximal effect; % of control where 0% means no effect; nearly all actives have a fitted effect of over 60% in size
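DMSO vehicle served as control against compound-treated ELG1-luciferase HEK293T cells; exposure lasted 16 hr at 37 °C and 5% CO2, followed by ONE-Glo luminescence detection after 30 min.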
Menin-MLL TR inh: qHTS Assay for Inhibitors Targeting the Menin-MLL Interaction in MLL Related Leukemias: Competition With Texas Red Labeled MLL-derived Mutant Peptide | O00255 | Menin + Texas Red MLL mutant peptide, fluorescence polarization | Potency, µM (doses to about 61.6 µM), for the others: at the highest dose FP activity change, negative = inhibition, actives largely listed as inhibitors | 270,000 tested, 0.23% active | AID 1768, 2009; active means well fitted inhibition curve with a large enough effect in the polarisation, with a control signal flat, not every such curve was filed as active; inconclusive means small, poorly fitted or top-dose-only effect, or effect the other way, or a change in a side signal; inactive means no such curve, though single readings can be large or run the other way; the % refers to the polarisation; further: potency means the concentration at half of the fitted maximal effect; % of control where 0% means no effect; many of its hits are not listed in these tables
p53 reactivation: qHTS assay for re-activators of p53 using a Luc reporter; H1299 p53-A138V BP100-luciferase reporter, luminescence, 24 h; 320,000 tested, 0.063% active; Potency, µM (titrated, usually from 92.2 µM), without a hit: top-dose activity change, positive = activation, most hits filed as activators; further: potency means the concentration at half of the fitted maximal effect; % of control where 0% means no effect; nearly all actives have a fitted effect of over 45% in size
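H1299 (p53-null), stable ts p53-A138V + BP100-Luc; 1000 cells/well, Opti-MEM/10% FBS; cpd 4 pt, 1:5; 24 h, 37 deg C, 5% CO2; detection reagent 10 min RT; luminescence.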
FLuc counter: qHTS profiling assay for firefly luciferase inhibitor/activator using purifed enzyme and Km concentrations of substrates (counterscreen for miR-21 project); Luciferin 4-monooxygenase (Photinus pyralis), P08659; purified FLuc, Km substrates, luminescence inhibition; Potency, µM (titrated, usually from 57.5 µM), inactives show at the highest dose activity change, negative = inhibition, usual class: inhibitors; 360,000 tested, 6.9% active;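 further: potency means the concentration at half of the fitted maximal effect; plate controls were vehicle for no effect and reference inhibitor for full effect; nearly all actives have a fitted effect of over 55% in size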
Target sequence (P08659 whole entry, looked up): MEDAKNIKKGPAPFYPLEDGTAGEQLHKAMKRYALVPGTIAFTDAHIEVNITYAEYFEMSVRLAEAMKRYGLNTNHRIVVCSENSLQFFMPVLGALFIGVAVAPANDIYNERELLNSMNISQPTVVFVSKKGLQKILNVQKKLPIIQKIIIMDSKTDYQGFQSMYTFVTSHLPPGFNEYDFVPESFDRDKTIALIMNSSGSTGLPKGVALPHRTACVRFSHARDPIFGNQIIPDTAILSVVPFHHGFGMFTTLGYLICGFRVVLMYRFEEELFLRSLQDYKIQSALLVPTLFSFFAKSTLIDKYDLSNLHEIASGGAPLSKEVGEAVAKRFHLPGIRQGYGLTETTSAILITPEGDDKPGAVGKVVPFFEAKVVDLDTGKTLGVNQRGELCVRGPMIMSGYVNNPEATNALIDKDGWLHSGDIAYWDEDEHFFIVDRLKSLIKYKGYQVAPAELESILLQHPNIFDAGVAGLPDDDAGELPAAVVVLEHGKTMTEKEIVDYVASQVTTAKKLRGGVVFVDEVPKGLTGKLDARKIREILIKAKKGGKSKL
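Biochemical qHTS of compounds, final roughly 60 µM downward over six points, against 10 nM purified firefly luciferase using Km concentrations of substrates (10 uM D-luciferin, 10 uM ATP) in Tris acetate pH 7.5 buffer; luminescence output.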
Giardia kill: Small Molecules that selectively kill Giardia lamblia: qHTS | Giardia lamblia trophozoite viability | activity change, % at 7.66 µM, hits read low | 340,000 tested, 0.15% active | AID 540267, 2011; in the data active means activity change below about -80%; inconclusive means between about -30% and that limit;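 further: parasites exposed to compound for two days anaerobically before the ATP read; on the % scale 0 is the no-effect control and ±100 the full control effect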
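Anaerobic 48 hrs incubation at 37 deg C of 100 trophozoites/well with test compounds; ATPLite 1-Step luminescence, 15-30 min RT, reports cellular ATP as viability.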
Rab9 prom act: qHTS Assay for Rab9 Promoter Activators | Huh7 Rab9 promoter-luciferase reporter, luminescence, 24 h | Potency, µM (doses to about 9.22 µM), for inactives: top-dose activation, negative = inhibition, actives largely listed as activators | 320,000 tested, 2.8% active; further: potency means the concentration at half of the fitted maximal effect; % of control where 0% means no effect; nearly all actives have a fitted effect of over 60% in size
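Stable Rab9-luc Huh7, 1500 cells/well, 2 h settle; cmpd in DMSO, 24 h, 37 °C/5% CO2; luciferase reagent 10 min RT; luminescence.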
Gal4-VP16 FLuc: VP16 counterscreen qHTS for inhibitors of ROR gamma transcriptional activity. Drosophila S2 Gal4-VP16 UAS-luciferase, luminescence, 20 h. 310,000 tested, 3.5% active. Potency, µM (highest dose often 53.6 µM), without a hit: at the highest dose activity, negative = inhibition, usual class: inhibitors. AID 2546, 2010;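 further: Gal4-VP16 expression switched on by copper sulfate through the metallothionein promoter; potency means the concentration at half of the fitted maximal effect; on the % scale 0 is the no-effect control and ±100 the full control effect; nearly all actives have a fitted effect of over 50% in size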
RORgamma inh: qHTS for inhibitors of ROR gamma transcriptional activity. Potency, µM (top dose mostly 53.6 µM), without a hit: at the top dose activity change, negative = inhibition, usual class: inhibitors. Drosophila S2 Gal4-RORgamma UAS-luciferase reporter, 20 h. AID 2551, 2010. 310,000 tested, 5.4% active; further: potency means the concentration at half of the fitted maximal effect; on the % scale 0 is the no-effect control and ±100 the full control effect; nearly all actives have a fitted effect of over 60% in size
Target sequence (P51450 whole entry, looked up, the tested form may be a part): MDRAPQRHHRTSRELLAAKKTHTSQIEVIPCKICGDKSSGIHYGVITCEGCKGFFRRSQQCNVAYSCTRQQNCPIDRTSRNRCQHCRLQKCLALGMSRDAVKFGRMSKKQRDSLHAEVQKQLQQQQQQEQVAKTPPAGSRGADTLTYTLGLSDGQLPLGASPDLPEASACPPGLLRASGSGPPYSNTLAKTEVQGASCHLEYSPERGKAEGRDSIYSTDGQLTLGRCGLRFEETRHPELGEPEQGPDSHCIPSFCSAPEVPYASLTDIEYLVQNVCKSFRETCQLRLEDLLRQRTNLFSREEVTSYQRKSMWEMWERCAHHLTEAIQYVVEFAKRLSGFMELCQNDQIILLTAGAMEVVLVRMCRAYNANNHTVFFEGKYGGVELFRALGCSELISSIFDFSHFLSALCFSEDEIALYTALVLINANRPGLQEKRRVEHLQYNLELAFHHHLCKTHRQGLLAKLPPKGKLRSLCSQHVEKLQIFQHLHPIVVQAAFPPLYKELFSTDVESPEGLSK
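Drosophila Schneider cells stably carrying a metallothionein-driven Gal4 DBD–ROR gamma fusion and a UAS-Photinus luciferase reporter were exposed to compound for 1 hr, then induced with copper sulfate (700 uM final) for 20 hr at ambient temperature before luminescence reading.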
BRCA1 expr act: qHTS Assay to Identify Small Molecule Activators of BRCA1 Expression; 380,000 tested, 1.1% active; Potency, µM (titrated, usually from 46.1 µM), without a hit: top-dose activation, actives largely listed as activators; AID 624202, 2012; MCF7-BRCA1-FFLuc reporter, luminescence, 48 h; response scale: scaled: vehicle 0%, 10 µM genistein 100%; further: potency means the concentration at half of the fitted maximal effect; nearly all actives have a fitted effect of over 80% in size; some results filed as inactive show a strong effect at the top dose
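Cells: MCF7-BRCA1-FFLuc, 2000/well. Exposure: 48 h, 37 °C, 5% CO2. Read: luminescence, 15 min post-substrate. Controls: genistein 10 microM (maximal activation), DMSO (neutral).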
PKM2 act: qHTS Assay for Activators of Human Muscle isoform 2 Pyruvate Kinase; purified PKM2, Kinase-Glo ATP luminescence, activation; response scale: 0% is enzyme alone, no compound; Potency, µM (series often up to 57.5 µM), inactives show top-dose activation, most hits filed as activators; 260,000 tested, 0.34% active; AID 1631, 2009; further: potency means the concentration at half of the fitted maximal effect; on the % scale 0 is the no-effect control and ±100 the full control effect; nearly all actives have a fitted effect of over 55% in size
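ATP formation by purified human PK-M2, quantified via coupled luciferase luminescence after 1 h at room temperature with 0.1 mM ADP and 0.5 mM PEP final.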
Active calls of the source: *; ? = inconclusive; / = no result given; [ ] = remark or other dose. Unless noted, the call rests on the fitted dose curve; in most records, active means well fitted curve in the direction sought with a large enough effect; inconclusive means small, poorly fitted or top-dose-only effect, or another doubt; inactive means no such curve, though single readings can be large; an effect the other way counts as inactive or inconclusive. This is a subset (hit frequency here may not be typical).

smiles | NPC1 promoter act | ELG1 genotoxic | Menin-MLL TR inh | p53 reactivation | FLuc counter | Giardia kill | Rab9 prom act | Gal4-VP16 FLuc | RORgamma inh | BRCA1 expr act | PKM2 act
O=C1CCc2cc(S(=O)(=O)Nc3cccc(F)c3)cc3c2N1CC3 | -1.5% | 14.3% | / | -5.0% | 5.3% | 21.8 | 0.1% | / | / | -23.9% | /
O=C(COC(=O)c1ccccn1)Nc1cccc(Cl)c1Cl | 0.8% | 0.7% | 1.9% | -0.2% | 2.0% | 0.1 | -1.1% | -8.7% | -4.2%[10 µM] | 39.0% | -3.7%
Cc1ccc(S(=O)(=O)N2CCN(CC(=O)N/N=C\c3ccc(O)c(O)c3)CC2)cc1 | -4.0% | 3.0% | / | 3.2% | -0.7% | -12.0 | -8.0% | 0.9% | -16.2% | -8.5% | 26.5%
COc1cc(C(=O)OCC(=O)NCC2CCCCC2)ccc1OCC(C)C | -2.8% | -0.6% | / | 9.2% | -1.5% | -7.1 | -0.6% | / | / | -4.7% | /
O=C(CCN1C(=O)/C(=C/c2ccc(F)cc2)SC1=S)NC1C=CS(=O)(=O)C1 (configuration not stated) | -0.2% | 1.6% | / | 6.8% | 6.3% | -16.8 | -0.1% | -15.0% | -37.2% | ? | /
CC(C)CN(CCOc1cccc(N2C(=O)C3=C(CCCC3)C2=O)c1)CC(C)C | -0.9% | 8.4% | -6.1% | 10.2% | 1.5% | 22.1 | 1.5% | ? | -20.5% | -29.6% | -10.1%
CCOC(=O)c1ccc(Nc2cc(C)nc(N3CCOCC3)n2)cc1 | 10.9% | -5.0% | 20.1% | -9.6% | 1.5% | 1.7 | -5.0% | -1.7% | 27.1% | -38.7% | 0.3%
CCCCC(=O)NC(=S)NNS(=O)(=O)c1ccccc1 | -1.3% | 1.9% | 4.7% | 6.9% | 1.0% | -14.5 | -3.4% | 20µM* | 12.6µM* | 2.7% | -23.3%
COc1ccc(-c2nn(C)c(=O)c3ccccc23)cc1NC(=O)Cn1nc(C)c2ccccc2c1=O | -3.4% | ? | 10.5% | -14.8% | -1.7% | 7.5 | -13.2% | 1.2% | -33.6% | -99.9%[inhibitor] | -8.2%
O=S(=O)(Cc1cc(Cl)nc(-c2cccnc2)n1)c1ccccc1 | -7.3% | -3.4% | -16.4% | -19.7% | -2.0% | 32.1[activator] | 1.5% | -13.2% | 23.2% | -13.4% | 10.0%
COc1ccc(/C=N/Nc2nc(C)cc(-c3ccccc3)n2)cc1OC | -1.7% | -12.6% | 10.0% | -38.5%[inhibitor] | 13.5µM* | 3.4 | 1.0% | ? | 11.2µM* | 25.6% | 1.7%[11.5 µM]
O=C(COC(=O)CCNS(=O)(=O)c1ccc2c(c1)OCCO2)NC1CCCc2ccccc21 (configuration not stated) | -7.6% | 0.1% | -3.4% | -2.8% | 2.3% | 9.9 | -0.1% | -2.8% | 12.6% | 19.1% | 6.5%
CC(=O)N1CCSc2ccc(S(=O)(=O)NCCc3cccc(C)c3)cc21 | -7.3% | -8.0% | / | -3.5% | 2.6% | -3.0 | -2.9% | -15.6% | ? | -15.0% | /
CCOC(=O)COc1ccc(S(=O)(=O)N2CCN(C(=O)OCC)CC2)cc1 | -0.5% | 0.1% | -14.6% | 0.0% | 2.3% | 10.2 | -1.8% | -1.2% | -3.6% | -2.3% | 2.5%
Cc1ccc2c(c1)N(CC(=O)N1CCN(c3ccccc3)CC1)C(=O)C(C)O2 (configuration not stated) | -0.7% | -21.0% | 2.3% | -0.2% | 3.4% | 3.2 | -8.3% | -1.4% | -3.8% | 0.0% | -2.6%
CCOc1ccc2[nH]c(=O)c(CN(Cc3nnnn3Cc3ccco3)C3CCCCC3)cc2c1 | 2.3% | -18.3% | ? | -4.3% | -11.9% | -0.1 | 3.4% | -0.5% | -2.7% | -40.2% | 5.1%
COc1cccc(OC(C)c2ccnc3nc(/N=C/N(C)C)nn23)c1 (configuration not stated) | 0.7% | -2.8% | -29.4% | -8.9% | -1.5% | 5.5 | 1.6% | -20.3% | 3.4% | 1.4% | 3.2%
c1ccc(CCn2nnnc2CN2CCCc3ccccc32)cc1 | 0.5% | -1.2% | -6.4% | -14.2% | -0.3% | -2.7 | 0.2% | 17.9% | 1.0% | -5.2% | 3.2%
O=[N+]([O-])c1cccc(-c2nnc(-c3ccccc3F)o2)c1 | 2.51µM* | ? | 15.4% | 2.1% | 12µM* | -3.9 | 2µM* | -2.3% | -1.1% | ? | -4.0%
CC(C)c1cc(C(=O)N/N=C/c2ccoc2)cs1 | ? | ? | / | ? | 12µM* | -12.5 | ? | 1.2% | -41.4% | 63.4% | 0.5%
CCOc1cc(S(=O)(=O)NCc2cccs2)ccc1Cl | -2.1% | -3.5% | 22.6% | -3.3% | 4.0% | 6.9 | 5.4% | 1.6% | ? | 0.1% | 1.1%
COC(=O)c1[nH]c2ccccc2c1NS(=O)(=O)c1ccc(F)c(C)c1 | 0.2% | -8.7% | ? | -1.8% | 1.9% | 8.4 | -2.8% | 0.3% | 2.3% | 1.0% | 10µM*
O=C1CN(C(=O)NCC(=O)N[C@@H](C(=O)O)c2ccccc2)c2ccccc2N1 | 0.1% | 1.1% | ? | 4.1% | 0.5% | -3.0 | -2.0% | 6.0% | -3.2% | -9.8% | /
O=C(CN(C(=O)c1csnn1)c1ccccc1C(F)(F)F)NCc1ccccc1 | 0.3% | -4.3% | 21.2% | -8.8% | 3.1% | -14.4 | -2.5% | 5.9% | ? | -10.2% | -5.2%
CNS(=O)(=O)c1cccc(C(=O)OCC(=O)Nc2ccccc2OC(F)F)c1 | 8.7% | -6.6% | 12.6% | -1.3% | -0.6% | -14.7 | -2.8% | -8.9% | 12.6% | 0.0% | -1.0%
CCOc1ccc(C2Nc3ccccc3NC3=C2C(=O)CC(C)(C)C3)cc1OC (configuration not stated) | -7.5% | 3.6% | 1.6% | / | -0.9% | 6.5 | 0.1% | 25.3% | 0.4% | -3.1% | 0.5%
Cc1ccc(C(=O)N2CCN(c3ncnc4c(C)csc34)CC2)cc1 | 1.4% | -2.2% | / | -1.0% | ? | 6.8 | -6.2% | -18.1% | ? | 0.7% | 15.2%
O=C(O)/C=C/c1ccc2c(c1)OCCO2 | 0.0% | -1.1% | / | 1.5% | ? | 6.7 | 1.0% | -2.7% | -3.9% | 27.0% | -13.4%
CN1C(c2ccc(F)cc2)=CS/C1=C(/C#N)c1nnc(N2CCOCC2)n1-c1ccccc1 | -3.3% | -9.2% | -17.4% | -13.5% | 0.9% | -0.8 | -6.0% | -1.1% | -20.0% | 1.4% | -1.3%
N/C(Cc1cccc2ccccc12)=N\OC(=O)c1ccc2c(c1)OCO2 | -1.1% | -4.7% | 1.8% | 4.2% | -3.0% | 4.7 | -1.1% | ? | -16.3% | -28.1% | 1.6%
COc1ccc(CSCC(=O)Nc2ccccc2SC)cc1 | -2.7% | -0.8% | -17.5% | 1.0% | -11.7% | -17.4 | -3.7% | ? | -10.4% | -4.7% | 0.2%
O=C(Cn1c(=O)n(-c2ccccc2)c(=O)n1CC(=O)N1CCCCC1)N1CCCCC1 | -1.3% | -0.1% | 10.4% | -3.3% | 0.0% | -12.0 | 13.6% | -1.3% | -2.3% | 2.9% | -5.4%
O=C1CC(NCc2ccncc2)C(=O)N1c1ccccc1 (configuration not stated) | 2.6% | -4.2% | ? | 4.6% | 5.6% | 0.9 | 11.3% | 2.7% | -7.1% | -2.1% | -5.6%
COc1cccc(-c2nnn(CCc3nn[nH]n3)n2)c1 | -4.7% | 1.2% | -20.1% | 6.3% | ? | -11.8 | 9.9% | -3.8% | -6.8% | -0.1% | -17.6%
COc1ccccc1NC(=O)CSc1nc(C)c2c(c1C#N)CCCC2 | -1.7% | -0.2% | 4.0% | -3.1% | -0.2% | -1.5 | 3.7% | -17.0% | -1.3% | -0.7% | -16.9%
COc1ccccc1CNC(=O)C(=O)Nc1ccc(C(=O)N2CCC(C)CC2)cc1 | -2.3% | -10.9% | ? | 6.9% | ? | -8.8 | 0.0% | -12.0% | 3.9% | -24.8% | -5.8%
Cc1cc(=O)oc2cc(OCC(=O)N3CCN(C(=O)C4COc5ccccc5O4)CC3)ccc12 (configuration not stated) | 4.2% | -4.3% | / | -2.8% | -4.7% | ? | 0.0% | -1.0% | 21.4% | -1.6% | /
